APEX1 inh: APE1 (human) endonuclease inhibition; recombinant APE1, TAMRA/BHQ-2 abasic DNA cleavage fluorescence; P27695; Potency, µM (series often up to 65.8 µM), for inactives: top-dose activity change, negative = inhibition, most hits filed as inhibitors; 0.35% of 350,000 active; AID 2517;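 also: plate controls were vehicle for no effect and reference inhibitor for full effect; nearly all actives have a fitted effect of over 55% in size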
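Enzyme (0.75 nM final) and test compound are incubated 15 min at room temperature before adding 50 nM quenched THF abasic-site duplex. Cleavage dequenches TAMRA, followed at 525/598 nm over three reads one minute apart.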
POLI inh: blocks human DNA polymerase iota activity | Q9UNA4 | Potency, µM (top dose mostly 115 µM), without a hit: at the top dose activity, negative = inhibition, actives largely listed as inhibitors | AID 588590 | Pol iota fluorescent replication assay, 10 min | 1% of 390,000 active
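Fluorescent replication assay read twice, at 0 min and 10 min after adding 50 nM (final) substrate. Enzyme (10 nM) and compounds were first incubated 15 min at room temperature; enzyme-free buffer wells were negative controls.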
G9a inh: inhibitors of human histone lysine methyltransferase G9a; Potency, µM (doses to about 102 µM), without a hit: at the highest dose activity, negative = inhibition, hits mostly inhibitors; AID 504332; Q96KQ7; 8.8% of 350,000 active; G9a H3K9 monomethylation, AlphaScreen, 2 h; also: % is scaled to controls: 0 for no effect and ±100 for the full control effect; nearly all actives have a fitted effect of over 75% in size
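Step 1: enzyme (final 20 nM) with compound, 15 min RT. Step 2: substrate peptide 500 nM and SAM 20 uM, 2 h RT. Step 3: anti-H3K9me1 antibody and AlphaScreen beads, 10 min, then plate read.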
Pol eta inh: DNA polymerase eta (human) inhibition; 1.2% of 390,000 active; recombinant Pol eta, fluorescent DNA replication assay; AID 588591; Q9Y253; Potency, µM (highest dose often 114 µM), without a hit: at the highest dose activity change, negative = inhibition, usual class: inhibitors; also: % is scaled to controls: 0 for no effect and ±100 for the full control effect
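Fluorescent replication assay: 50 nM final substrate added after a 15 min room-temperature compound preincubation with 10 nM enzyme. Signal taken at 0 min and again at 10 min.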
Pol beta inh: DNA polymerase beta (human) inhibition. 1.3% of 340,000 active. Potency, µM (series often up to 114 µM), without a hit: at the highest dose activity change, negative = inhibition, usual class: inhibitors. Pol beta primer extension/strand displacement, fluorescence kinetic. AID 485314; also: % is scaled to controls: 0 for no effect and ±100 for the full control effect
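Human Pol beta at 10 nM; strand-displacement substrate 50 nM final. Compound exposure 15 min at room temperature before start, reaction 10 min at room temperature.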
BAZ2B block: blocks human BAZ2B; AlphaScreen BAZ2B-H3K14Ac peptide displacement; Potency, µM (highest dose often 114 µM), without a hit: top-dose activity change, negative = inhibition, hits mostly inhibitors; 4.4% of 360,000 active; AID 504333; also: % is scaled to controls: 0 for no effect and ±100 for the full control effect; nearly all actives have a fitted effect of over 60% in size
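In this displacement format the biotinylated H3(5-23) peptide acetylated at Lys14 serves as ligand at 50 nM, with BAZ2B at 50 nM in PBS pH 7.4 containing 0.01% Tween-20. Donor and acceptor beads are 10 ug/mL final.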
JMJD2A Tudor inh: blocks the human JMJD2A Tudor domain. AlphaScreen JMJD2A-Tudor / H3K4me3 peptide binding. Potency, µM (titrated, usually from 114 µM), inactives show at the top dose activity change, negative = inhibition, most hits filed as inhibitors. 4.4% of 390,000 active; also: % is scaled to controls: 0 for no effect and ±100 for the full control effect; nearly all actives have a fitted effect of over 50% in size
BLM helicase inh: blocks DNA unwinding by human BLM helicase; recombinant BLM DNA unwinding, fluorescence dequenching; Potency, µM (series often up to 56.1 µM), for the others: top-dose activity change, negative = inhibition, usual class: inhibitors; 0.2% of 350,000 active; AID 2528;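 also: plate controls were vehicle for no effect and no enzyme for full effect; nearly all actives have a fitted effect of over 35% in size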
Target sequence (P54132 whole entry, looked up): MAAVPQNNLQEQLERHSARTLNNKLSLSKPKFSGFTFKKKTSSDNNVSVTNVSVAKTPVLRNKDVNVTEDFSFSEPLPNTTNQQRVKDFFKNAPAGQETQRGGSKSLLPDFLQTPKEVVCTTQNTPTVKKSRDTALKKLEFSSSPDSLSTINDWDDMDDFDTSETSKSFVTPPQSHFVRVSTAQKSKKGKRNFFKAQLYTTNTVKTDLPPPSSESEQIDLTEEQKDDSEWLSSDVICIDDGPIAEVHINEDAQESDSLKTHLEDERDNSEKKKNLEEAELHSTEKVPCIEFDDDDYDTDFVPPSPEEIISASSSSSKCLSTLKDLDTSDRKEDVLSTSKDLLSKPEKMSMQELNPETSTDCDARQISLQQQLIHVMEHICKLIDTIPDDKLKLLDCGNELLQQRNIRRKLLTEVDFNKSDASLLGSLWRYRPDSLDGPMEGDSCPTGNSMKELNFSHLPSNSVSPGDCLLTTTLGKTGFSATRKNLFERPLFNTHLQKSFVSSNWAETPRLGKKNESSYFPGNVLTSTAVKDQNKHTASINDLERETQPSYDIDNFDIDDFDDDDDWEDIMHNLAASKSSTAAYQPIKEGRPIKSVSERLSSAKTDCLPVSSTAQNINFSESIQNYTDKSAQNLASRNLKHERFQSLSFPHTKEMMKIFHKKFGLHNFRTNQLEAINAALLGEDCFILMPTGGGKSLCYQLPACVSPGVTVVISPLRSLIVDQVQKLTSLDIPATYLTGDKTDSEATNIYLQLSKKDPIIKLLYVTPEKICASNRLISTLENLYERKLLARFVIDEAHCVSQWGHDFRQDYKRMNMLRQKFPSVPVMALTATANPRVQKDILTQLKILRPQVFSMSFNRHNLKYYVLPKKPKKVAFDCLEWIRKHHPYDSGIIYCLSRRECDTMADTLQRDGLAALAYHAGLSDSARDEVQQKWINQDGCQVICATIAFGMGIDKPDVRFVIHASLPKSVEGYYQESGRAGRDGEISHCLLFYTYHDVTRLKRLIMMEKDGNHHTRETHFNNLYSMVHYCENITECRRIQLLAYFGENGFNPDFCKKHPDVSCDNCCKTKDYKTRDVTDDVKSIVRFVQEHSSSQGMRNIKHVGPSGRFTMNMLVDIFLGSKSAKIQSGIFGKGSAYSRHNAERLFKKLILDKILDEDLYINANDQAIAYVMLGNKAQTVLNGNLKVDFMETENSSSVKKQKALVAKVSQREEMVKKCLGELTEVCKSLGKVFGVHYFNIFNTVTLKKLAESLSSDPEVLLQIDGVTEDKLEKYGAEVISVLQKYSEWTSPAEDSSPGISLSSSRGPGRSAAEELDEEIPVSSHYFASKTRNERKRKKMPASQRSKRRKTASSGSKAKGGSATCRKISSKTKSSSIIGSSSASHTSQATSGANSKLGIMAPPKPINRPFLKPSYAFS
Pol kappa inh: blocks human DNA polymerase kappa activity. Potency, µM (titrated, usually from 107 µM), for the others: top-dose activity, negative = inhibition, hits mostly inhibitors. purified Pol kappa, fluorescent DNA synthesis assay, 10 min. 0.53% of 400,000 active. Q9UBT6; also: % is scaled to controls: 0 for no effect and ±100 for the full control effect
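Inhibition of 10 nM Pol kappa is measured by a fluorescent read-out at 0 and 10 min following addition of 50 nM substrate (final), with a 15-min room-temperature compound preincubation.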
* hit, by the source's call; ? = inconclusive; nt = no result given; & = joins results of further samples; [ ] = another dose, or the depositor's remark. Calls follow the shape of the dose curve; as a rule, active = well fitted curve in the direction sought with a large enough effect; inconclusive = small, poorly fitted or top-dose-only effect, or another doubt; inactive = no such curve, though single readings can be large; an effect the other way counts as inactive or inconclusive. Potency is read from the fitted curve at half-maximal effect. A portion of the library; rates above refer to the full screens.

APEX1 inh	POLI inh	G9a inh	Pol eta inh	Pol beta inh	BAZ2B block	JMJD2A Tudor inh	BLM helicase inh	Pol kappa inh	SMILES
nt	6%	7%[59 µM]	nt	?	-13%	-6%	-10%	-12%	COC(=O)c1ccc(NC(=O)CN(c2cccc(C(F)(F)F)c2)S(C)(=O)=O)cc1
41%[activator]	15%	6%	3%	-10%	-2%	14%	0%	8%	O=C1NC(=O)C2(CCCc3ccccc32)N1 (stereo unspecified)
-6%	36%[activator]	2%[59 µM]	-18%	12%	-12%	-19%	-3%	-12%	C/C(=N\NC(=O)c1nn(C)c(C)c1Br)c1cccc(NC(=O)c2ccc(F)cc2)c1
-2%	?	16%[59 µM]	-1%	-3%	16%	8%[11.4 µM]	-5%	-12%	O=C(COC(=O)C1=COCCO1)Nc1ncc(C(F)(F)F)cc1Cl
36%	-24%	45µM*	-5%	13%	?	11%	1%	1%	Cc1ccc(C2/C(=C(/O)c3ccc4c(c3)CC(C)O4)C(=O)C(=O)N2CCCn2ccnc2)cc1 (stereo unspecified)
29%	76%[activator]	12%	-17%	4%	-2%	-21%	1%	-4%	COc1cccc(N(C(=O)CNC(=O)c2ccco2)C(C(=O)NC2CCCC2)c2cccnc2)c1 (stereo unspecified)
-4%	39%[activator]	-3%	-7%	0%	-14%	-13%	-8%	16%	CC(C)Cn1c(N)c(C(=O)COC(=O)c2c(F)cccc2F)c(=O)n(C)c1=O
nt	21%	nt	-11%	nt	nt	-20%	nt	7%	O=C(NCC1CC1)c1cc(-c2ccccc2)nn1CC1CC(c2cccc([N+](=O)[O-])c2)=NO1 (stereo unspecified)
53%[activator]	-28%	33%	-23%	5%	4%	-6%	-7%	3%	O=C(CCC(=O)N1CCOc2ccccc21)N1CCCCC1
-6%	-17%	-30%	-21%	17%	-22%	-20%	-4%	-3%	COc1ccccc1N1CCN(c2ccc([N+](=O)[O-])nc2)CC1
-1%	-12%	2%[59 µM]	-5%	0%	8%	-11%	3%	5%	COc1ccc(OC)c(S(=O)(=O)NCCc2cn3ccsc3n2)c1
-4%	62%[activator]	5%	-2%	19%	-3%	15%	-7%	-13%	Cc1ccc2c(c1)N(CC(=O)NC1CCCCC1C)C(=O)CO2 (stereo unspecified)
0%	-26%	-4%[12.7 µM]	12%	21%	1%	-6%	1%	-4%[60.1 µM]	Cc1ccc(S(=O)(=O)N2CCCOC2)cc1
2%	?	?	79µM*	4%	1%	-16%	-1%	-8%	c1cc2[nH]snc2c2nc(C3CC3)nc12
30%[activator]	-12%	32%	-17%	0%	-14%	9%	1%	2%	CCOc1cccc2c1OC1(C)CC2NC(=O)N1c1cccc(C(=O)NCc2ccccn2)c1 (stereo unspecified)
5%	?	-24%[12.7 µM]	-9%	-13%	0%	1%[11.4 µM]	-1%	-1%	C=CCNC(=S)Nc1nc2c(cc1C(=O)OCC)COC(C)(C)C2
-15%	47%[activator]	22%	-18%	8%	-7%	-24%	-1%	6%	Cc1cccc(OCC(=O)Nc2ccc3oc(=O)ccc3c2)c1
nt	18%	-31%[59 µM]	-12%	5%	-1%	-10%	-2%	12%	COc1cc(-c2nnc(SCC(=O)Nc3ccc(F)c(Cl)c3)o2)cc(OC)c1OC
-1%	18%	25%[59 µM]	-4%	6%	3%	-18%	0%	5%	COc1ccc(NS(=O)(=O)/C=C/c2ccccc2)cc1
1%	6%	15%[59 µM]	?	15%	-31%	?	-26%	-8%	Cn1c2ccccc2c(=O)c2c(=O)n(C3CCCCCC3)c(C3CCCCC3)nc21
-6%	79µM*	15%[12.7 µM]	50µM*	?	-10%	-27%	3%	-15%	Cc1oc2c(c1C(=O)Nc1cccc(C(=O)O)c1)CCCC2
-4%	13%	?	-2%	5%	-3%	-6%	-5%	2%	O=c1c2c3c(sc2nc2sc(C4CC4)nn12)CCCC3
?	39%&24%[activator]	3%[59 µM]	-19%&-22%	6%&2%	4%&8%	0%&-6%	-1%&4%	6%&5%	CC(C)Oc1ccc(CNC(=O)Cn2c(=O)oc3ccccc32)cc1
nt	1%	8%[59 µM]	-4%	2%	2%	9%	-4%	-3%	CCOc1ccc(NC(=O)c2cc3c(=O)n4cccc(C)c4nc3s2)cc1
14%	-9%	-20%[0.0925 µM]	3%	31%	4%	-4%	-4%	-13%	CCCC(=O)Nc1nc(C(=O)OCC)cs1
0%	?	-148%	-21%	5%	-18%	56µM*	-14%	?	Oc1ccc(/C=N/N(c2ccccc2)c2ccccc2)cc1O
-4%	-15%[58.9 µM]	nt	-23%	-19%	-9%	0%	-7%	-12%	Cc1ccc2c(N)c(C(=O)c3ccccc3)sc2n1
8%	0%	13%[59 µM]	-3%	35%	-4%	-10%	-1%	-18%	O=C(COc1ccc(-n2cnnn2)cc1)N1CCN(c2ccc(F)cc2)CC1
8%	31%[activator]	12%	-6%	-20%	-4%	-10%	-2%	5%	COc1ccc(NC(=O)COc2ccc(S(=O)(=O)N3CCOCC3)cc2C)cc1OC
2%	21%	-42%	-8%	-5%	-18%	8%	-8%	-8%	CCOC(=O)/C(=C\C=C\N1CCOCC1)C(C)=O
-9%	-12%	-15%[59 µM]	-19%	21%	-7%	-29%	-7%	-7%	CC(=O)c1ccc(NC(=O)C(C)OC(=O)c2ccc3c(c2)nc(C)n3-c2ccccc2)cc1 (stereo unspecified)
-1%	1%	1.8µM*	-1%	-8%	-7%	?	0%	0%[60.1 µM]	Cc1cc2[nH]c(=S)[nH]c2cc1C
0%	62%[activator]	28µM*	-3%	-2%	-14%	10µM*	1%	-4%	CCn1c(CNS(=O)(=O)c2ccc(Cl)cc2)n[nH]c1=S
39%	31%[activator]	-4%[2.33 µM]	-15%	nt	-2%	-15%	nt	-17%	CCCCN(Cc1nc2ccccc2c(=O)[nH]1)C(=O)CN1C(=O)NC2(CCCCC2)C1=O
-6%	20%	9%	-17%	30%	-11%	-16%	2%	-14%	COc1ccccc1NC(=O)c1cc(C)nc2ccccc12
-3%	19%	-4%[12.7 µM]	6%	12%	1%	-11%	0%	-5%[60.1 µM]	COCCCNC(=O)C1CC(=O)N(C2CCCC2)C1 (stereo unspecified)
nt	15%	-7%[59 µM]	-14%	9%	47%[activator][57.1 µM]	-17%	3%	0%	O=C(CN1C(=O)CCn2nc(-c3ccccc3)cc21)NCc1ccccc1
3%	-26%	9%	-11%	4%	-7%	-21%	0%	-10%	Cc1nc2cc(-c3ccc(Cl)cc3)nn2c(C)c1CCC(=O)NC(C)c1ccc2c(c1)OCCO2 (stereo unspecified)
48%	29%	-22%	-2%	nt	-1%	1%	nt	-5%	Cc1ccc(CONC(=O)c2ccccc2Cl)cc1
14%	37%[activator]	1.3µM*	-27%	31%[activator]	20µM*	4µM*	0%	3%	COc1ccccc1Nc1n[nH]c(=S)s1
-14%	?	nt	-10%	nt	nt	-8%	nt	-11%	O=C1[C@@H](c2ccccc2)[C@@H](c2ccccc2)N1c1cccnc1
24%	65%[activator]	nt	-2%	nt	nt	-5%	nt	-5%	O=C(COC(=O)c1cccc(S(=O)(=O)N2CCOCC2)c1)NCc1ccccc1
0.067µM*	-94%	nt	0.79µM*	nt	nt	0.89µM*	nt	1.3µM*	O=C(O)c1cc(O)c2c(c1)[C@@H]([C@H]1c3cc(C(=O)O)cc(O)c3C(=O)c3c(O[C@@H]4O[C@H](CO)[C@@H](O)[C@H](O)[C@H]4O)cccc31)c1cccc(O[C@@H]3O[C@H](CO)[C@@H](O)[C@H](O)[C@H]3O)c1C2=O
nt	3%	-3%[59 µM]	-20%	4%	-4%	-24%	-1%	-14%	COc1ccccc1OCC(=O)NCC(c1ccc(Cl)cc1)N1CCCCC1 (stereo unspecified)
-9%&2%	18%	5%[0.501 µM]	-11%	nt	-36%	?	nt	-5%	O=C(O[C@@H](C(=O)O)[C@@H](OC(=O)c1ccccc1)C(=O)O)c1ccccc1
1%	19%	-1%[59 µM]	-11%	30%	-2%	-10%	-8%	1%	Cc1ccc2nc(-c3ccc(NC(=O)COC(=O)c4ccc(Br)o4)cc3)sc2c1
0%	44%	-43%	-11%	8%	?	-11%	1%	-7%	N#Cc1cnn2ccc(-c3cc(N4CCOCC4)ccc3[N+](=O)[O-])nc12
-1%	6%	10%[59 µM]	-2%	-11%	2%	-15%	-1%	-16%	COc1cccc(NC(=O)C2C3CC4OC(=O)C2C4C3)c1 (stereo unspecified)
nt	-5%	2%[59 µM]	-12%	-3%	1%	-14%	1%	-12%[60.1 µM]	CC(C)(C)NC(=O)c1ccc2nc(CCc3ccccc3)oc2c1
-7%	7%	-6%[59 µM]	-18%	-14%	-8%	-26%	-4%	-14%	OCCCNc1nc(-c2ccc(Cl)cc2)nnc1-c1ccc(Br)cc1
26%	5%	18%	-6%	18%	-1%	-10%	-5%	0%	O=C(NCC(=O)N(c1ccc(Cl)cc1)C(C(=O)NC1CCCC1)c1ccncc1)c1ccco1 (stereo unspecified)

Full records as entered above. Order of values: APEX1 inh	POLI inh	G9a inh	Pol eta inh	Pol beta inh	BAZ2B block	JMJD2A Tudor inh	BLM helicase inh	Pol kappa inh
`COc1ccccc1NC(=O)c1cc(C)nc2ccccc12` across the screens: -6%	20%	9%	-17%	30%	-11%	-16%	2%	-14%
`CC(C)(C)NC(=O)c1ccc2nc(CCc3ccccc3)oc2c1` across the screens: nt	-5%	2%[59 µM]	-12%	-3%	1%	-14%	1%	-12%[60.1 µM]
`O=C(COC(=O)c1cccc(S(=O)(=O)N2CCOCC2)c1)NCc1ccccc1` across the screens: 24%	65%[activator]	nt	-2%	nt	nt	-5%	nt	-5%
`Cc1ccc(CONC(=O)c2ccccc2Cl)cc1` across the screens: 48%	29%	-22%	-2%	nt	-1%	1%	nt	-5%

Screening results deposited in PubChem by National Center for Advancing Translational Sciences (NCATS).
